Bioassay records (PubChem)
KCNQ1 inh: blocks the human KCNQ1 potassium channel | P51787 | CHO-K1 KCNQ1, FluxOR thallium flux fluorescence; stronger effect = higher value | B-score at 10 µM | 310,000 compounds, 1.3% hits | AID 2642;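 active means compounds whose thallium flux B-score, printed positive for inhibition, exceeds three library SD while starting fluorescence stays within three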;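 further: channel opened by potassium depolarization with thallium stimulus after 20 min compound exposure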
hERG protect: shields human hERG channel from block by proarrhythmic agents; CHO-hERG, FluxOR thallium flux, dofetilide IC70 present; activation (rescue from dofetilide block), less the hit threshold, % at 10 µM; 310,000 compounds, 0.51% hits;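 active means activation above the mean of controls blocked by dofetilide plus 5 SD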;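 further: thallium influx through hERG after potassium depolarization seen as dye fluorescence rise; in these data hits start at about 4.7%; inactives centre near -7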
Target sequence (Q12809 whole entry, looked up): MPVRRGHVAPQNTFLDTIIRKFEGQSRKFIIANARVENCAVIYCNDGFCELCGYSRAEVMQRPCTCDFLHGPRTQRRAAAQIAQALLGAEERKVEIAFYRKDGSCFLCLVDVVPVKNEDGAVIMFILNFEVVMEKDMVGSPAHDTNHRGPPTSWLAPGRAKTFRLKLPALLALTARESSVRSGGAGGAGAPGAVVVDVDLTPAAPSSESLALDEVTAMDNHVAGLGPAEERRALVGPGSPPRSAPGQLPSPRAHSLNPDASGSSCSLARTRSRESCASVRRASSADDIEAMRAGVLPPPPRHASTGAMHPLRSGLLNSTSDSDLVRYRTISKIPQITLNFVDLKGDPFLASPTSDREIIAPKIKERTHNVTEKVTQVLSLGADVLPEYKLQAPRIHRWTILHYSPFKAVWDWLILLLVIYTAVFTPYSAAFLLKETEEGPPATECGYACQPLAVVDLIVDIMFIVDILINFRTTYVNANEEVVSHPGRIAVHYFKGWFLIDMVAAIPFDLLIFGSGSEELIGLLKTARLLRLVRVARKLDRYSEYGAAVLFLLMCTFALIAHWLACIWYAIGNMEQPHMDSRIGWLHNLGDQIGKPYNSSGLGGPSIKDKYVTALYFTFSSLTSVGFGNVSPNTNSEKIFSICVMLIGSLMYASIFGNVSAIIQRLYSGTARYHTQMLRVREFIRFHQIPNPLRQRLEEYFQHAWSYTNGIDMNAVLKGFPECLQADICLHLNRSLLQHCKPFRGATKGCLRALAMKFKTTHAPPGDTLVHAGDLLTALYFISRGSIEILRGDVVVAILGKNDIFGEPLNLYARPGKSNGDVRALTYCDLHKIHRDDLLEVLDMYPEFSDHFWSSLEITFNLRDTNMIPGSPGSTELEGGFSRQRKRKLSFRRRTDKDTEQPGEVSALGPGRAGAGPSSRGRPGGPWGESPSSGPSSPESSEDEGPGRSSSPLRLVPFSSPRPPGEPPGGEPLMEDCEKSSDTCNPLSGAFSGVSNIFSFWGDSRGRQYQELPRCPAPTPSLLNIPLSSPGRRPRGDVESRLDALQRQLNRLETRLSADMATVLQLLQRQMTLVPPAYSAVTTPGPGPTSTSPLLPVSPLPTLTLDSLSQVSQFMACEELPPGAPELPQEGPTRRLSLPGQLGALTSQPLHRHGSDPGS
TMEM16A act: activators or potentiators of mouse TMEM16A chloride channel. Q8BHY3. HEK293 TMEM16A/YFP-H148Q/I152L, iodide quench fluorescence; stronger effect = lower value. B-score at 10 µM. 340,000 compounds, 0.3% hits. AID 623877;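 active means fluorescence-ratio B-score plate-corrected deviation score at least 3 library SD below zero, with starting fluorescence score within 5 deviations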;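 further: channel opened by trigger with iodide after compound preincubation; score built on the fluorescence ratio of max minus min over baseline; more negative score means more quench and so TMEM16A activation or potentiation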
KCNQ1 pot: human KCNQ1 channel potentiation or activation; 310,000 compounds, 0.35% hits; B-score at 10 µM; CHO-K1 KCNQ1, thallium flux FluxOR fluorescence; stronger effect = higher value; P51787;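 active means fluorescence ratio B-score, a plate-corrected score, at least three library SD, with initial intensity B-score within 5 SD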
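Medium – assay buffer, equal DMSO in all wells · Material – CHO-K1 cell line with stable KCNQ1 potassium channel expression · Signal – kinetic FluxOR thallium fluorescence, 10-s 1-Hz baseline, 110-s post-stimulus read · Compound – single concentration per compound, DMSO matched to controls · Schedule – 37 °C overnight plating, 90-min dark dye load, 20-min compound pretreatment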
MrgX1 agonist: agonists of human MrgX1 receptor; MrgX1-HEK293 cells, Fluo-4 calcium fluorescence, agonist mode; stronger effect = higher value; B-score at 10 µM; 310,000 compounds, 0.44% hits;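 active means calcium response B-score plate-corrected fluorescence ratio at least 3 library SD, with starting fluorescence B-score inside 5 SD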
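times = overnight plating, then 30 min 37 °C plus 30 min room-temperature dye loading | assay system = stable human MrgX1 HEK293 cell line | input = fifteen thousand cells per well | signal = kinetic calcium dye fluorescence, Fluo-4 NW | dosing = compound delivered in addition one of three | read-out = B-scored fluorescence response ratio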
KCNK3 inh: human KCNK3 channel inhibition, primary screen. O14649. CHO-KCNK3 thallium flux, FluxOR fluorescence; stronger effect = lower value. B-score at 10 µM. 340,000 compounds, 0.84% hits;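 active means B-score under library mean minus 4 SD, starting fluorescence ratio at most library mean plus 5 SD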;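 further: more negative B-score means stronger inhibition of thallium flux through KCNK3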
KCNK9 inh: inhibitors of human KCNK9 two-pore domain potassium channel. 310,000 compounds, 1.2% hits. Q9NPC2. HEK293 KCNK9, FluxOR thallium flux fluorescence; stronger effect = lower value. B-score at 10 µM;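 active means ratio B-score over 3 SD below the library mean, with starting fluorescence within 5 SD of its mean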;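 further: negative B-score means less thallium flux so channel inhibition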
RGS4 act: RGS4 potentiation or activation; HEK293 M3R/inducible RGS4, carbachol calcium flux Fluo4; stronger effect = lower value; B-score at 10 µM; 310,000 compounds, 0.92% hits;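 active means B-score of the integrated calcium signal more than 4 SD below the library mean, with starting fluorescence not abnormally high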;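 further: negative B-score means reduced calcium response which marks RGS4 activation or potentiation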
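Assay system: Inducible-RGS4 HEK293 cells carrying M3 receptor | Schedule: Compound preincubation 20 min at room temperature before agonist | Signal: Kinetic calcium fluorescence imaging with Fluo4-AM dye, 2 µM | Read-out basis: B score from integrated fluorescence ratio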
TMEM16A inh: mouse TMEM16A channel inhibition, primary screen. HEK293 TMEM16A/YFP iodide influx fluorescence, ionomycin. normalized B-score (activity score, 25-100; higher = stronger inhibition) at 10 µM. 310,000 compounds, 1.2% hits;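 active means ratio plate-corrected score three or more library SD toward inhibition, starting fluorescence score within five deviations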;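 further: score derived from kinetic fluorescence span divided by baseline fluorescence per well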
RGS4 inh: inhibitors of human RGS4. HEK293 M3R/RGS4 inducible, Fluo-4 calcium flux; stronger effect = higher value; triggered by carbachol at its EC20. B-score at 10 µM. 310,000 compounds, 0.45% hits. P49798;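 active means B-score, a plate-corrected calcium signal, over three deviations above library mean, with baseline fluorescence within five deviations of library mean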;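 further: RGS4 expression induced by doxycycline in cells with stable M3 receptor; B-score is computed from the integrated fluorescence ratio over baseline after carbachol; higher B-score means a larger calcium signal and so more RGS4 inhibition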
MrgX1 PAM: human MrgX1 positive allosteric modulation, primary screen. 310,000 compounds, 0.63% hits. MrgX1-HEK293, Fluo-4 calcium flux, FDSS; stronger effect = higher value. Q96LB2. AID 588675. B-score at 10 µM;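 active means plate-corrected calcium response at least 3 library SD above typical, normal starting fluorescence, not activating the receptor alone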;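 further: compound read alongside a low EC10 to EC30 dose of BAM8-22 agonist; peak minus trough fluorescence over baseline measured at the second addition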
* marks the source's active call; other numbers are inactive results; i = inactive; . = no result given.

canonical_smiles	KCNQ1 inh	hERG protect	TMEM16A act	KCNQ1 pot	MrgX1 agonist	KCNK3 inh	KCNK9 inh	RGS4 act	TMEM16A inh	RGS4 inh	MrgX1 PAM
CCC(=O)NC(c1ccc([N+](=O)[O-])cc1)c1c(O)ccc2ccccc12 (stereo not drawn)	i	-11	i	i	i	i	i	i	i	i	i
CCCN1CCC(NC(=S)Nc2ccc(OC)c(OC)c2)CC1	i	-13	i	i	i	i	i	i	i	i	i
O=C(COC(=O)CCC(=O)c1ccc(Cl)cc1)NCc1ccco1	i	-6	i	i	i	i	i	i	i	i	i
CCOC(=O)[C@@H]1[C@H]2COc3ccccc3[C@@H]2N2C(=O)N(c3cccc(Cl)c3)C(=O)[C@]12C	i	-7	i	i	i	i	i	i	i	i	i
COc1ccc(C)cc1NC(=O)CNC(c1ccccc1)c1ccccc1	i	-2	i	i	i	i	i	i	i	i	i
CC(C)OC(=O)c1cc2c(=O)[nH]c(C(Cl)(Cl)Cl)nc2o1	i	4	i	i	i	i	i	i	i	i	i
COc1ccc(N2CCN(C(=S)NC(=O)c3cccs3)CC2)c([N+](=O)[O-])c1	i	-7	i	13*	i	i	i	i	i	i	i
CC(OC(=O)c1ccccc1NS(=O)(=O)c1cccc(C(F)(F)F)c1)C(=O)N(C)Cc1ccccc1 (stereo not drawn)	i	-9	i	i	i	i	-13*	i	100*	i	i
O=S(=O)(NCc1ccccc1Cl)c1ccc(-n2cccn2)cc1	i	-8	i	i	i	i	i	i	i	i	i
CCOC(=O)c1ccc(NC(=O)c2cc(F)c(F)cc2Cl)cc1	i	-10	i	i	i	i	i	i	i	i	i
Cc1cccc(-c2nc(CS(=O)CC(=O)NCc3cccs3)c(C)o2)c1 (stereo not drawn)	i	-11	i	i	i	i	i	i	i	i	i
CC1=CC2=NC(=O)/C(=C\c3ccc(-c4cccc(Cl)c4)o3)C(=N)N2O1	i	0	i	i	i	i	i	i	i	i	i
COc1ccccc1C(=O)NC(=O)COC(=O)CNC(=O)c1ccc(Cl)cc1Cl	i	-12	i	i	i	i	i	i	i	i	i
CN(C)c1cccc2c(S(=O)(=O)NCc3ccc(S(N)(=O)=O)cc3)cccc12	i	-10	i	i	i	i	i	i	i	i	i
CCn1c(CNC(=O)c2ccccc2Br)nnc1SCC(=O)NC1=NCCS1	i	-11	i	i	i	i	i	i	i	i	i
CN(c1ccc(O)cc1)S(=O)(=O)c1ccc2ccccc2c1	i	-12	i	i	i	i	i	i	i	i	i
CCN(CC(=O)NC1CCS(=O)(=O)C1)S(=O)(=O)c1c(C)c(C)cc(C)c1C (stereo not drawn)	i	-10	i	i	i	i	i	i	i	i	i
CCN(CC)C(=O)CN(c1cc2c(cc1OC)oc1ccccc12)S(=O)(=O)c1ccc(C)cc1	i	-7	i	i	i	i	i	i	i	i	i
COc1ccc(C(=O)Nc2nncs2)cc1S(=O)(=O)N1CCOCC1	i	-1	i	i	i	i	i	i	i	i	i
Cc1sc(NC(=O)c2c(F)cccc2F)nc1-c1ccccc1	i	-7	i	i	i	i	i	i	i	i	i
Nc1cc(=O)[nH]c(SCC(=O)Nc2cccnc2Cl)n1	i	-1	i	i	i	i	i	i	i	i	i
CC(=O)OCn1nnc2ccccc2c1=O	i	-2	i	i	i	i	i	i	i	i	i
COC(=O)CSc1nsc(SCC(=O)OC)n1	i	-8	i	i	i	i	i	i	i	i	i
Cc1cc(NC(=O)c2ccc(Cl)cc2Cl)no1	i	-9	i	i	i	i	i	i	i	i	i
CCOc1ccc(C=NC23CN4CN(CN(C4)C2)C3)cc1	i	12*	i	i	i	i	i	i	i	i	i

(continued)
canonical_smiles	KCNQ1 inh	hERG protect	TMEM16A act	KCNQ1 pot	MrgX1 agonist	KCNK3 inh	KCNK9 inh	RGS4 act	TMEM16A inh	RGS4 inh	MrgX1 PAM
COc1cc(/C=N\NC(C)=O)ccc1OC/C=C/c1ccccc1	i	-4	i	i	i	i	i	i	i	i	i
CC(=O)Nc1ccc(C(=O)OCC(=O)Nc2c(F)cccc2F)cc1	i	-8	i	i	i	i	i	i	i	i	i
COc1ccc(S(=O)(=O)N2CCN=C2SCc2cccc(C)c2)cc1	i	-7	i	i	i	i	i	i	25*	i	i
CC1(C)Cc2c(cnn2-c2ccccc2)C(NC(=O)CCCn2cncn2)C1 (stereo not drawn)	i	-6	i	i	i	i	i	i	i	i	i
O=S(N1CCCCC1)C12CC3CC(CC(C3)C1)C2 (stereo not drawn)	i	-8	i	i	i	i	i	i	i	i	i
Cc1cccc(C)c1NC(=O)CN(C)C(=O)c1ccc(NS(=O)(=O)c2ccc3[nH]c(=O)[nH]c3c2)cc1	i	-12	i	i	i	i	i	i	i	i	i
CC(=O)c1cc(Cc2csc(C(C)=O)c2)cs1	i	-2	i	i	i	i	i	i	i	i	i
O=C(CN1C(=O)NC2(CCCC2)C1=O)Nc1nc(-c2ccc(F)cc2)cs1	i	-3	i	i	i	i	i	i	i	i	i
O=C(c1ccccc1)N(Cc1ccccc1)c1ccccn1	i	-11	i	i	i	i	i	i	i	i	i
CSC1=C(C#N)C(=O)NC(c2ccccc2O)S1 (stereo not drawn)	i	-17	i	i	i	i	i	i	i	i	i
CS(=O)(=O)Nc1ccc(C2=NN(C(=O)c3ccco3)C(c3ccc(F)cc3)C2)cc1 (stereo not drawn)	i	-17	i	i	i	i	i	i	i	i	i
O=C(CNC(=O)c1ccccc1F)OCCCOC(=O)CNC(=O)c1ccccc1F	i	-10	i	i	i	i	i	i	i	i	i
COC(=O)c1ccc2c(=O)n(-c3ccccc3F)c(=S)[nH]c2c1	i	3	i	i	i	i	i	i	i	i	i
CCOc1cccc(NC(=O)C2CC(=O)N(C)C(=Nc3cccc(F)c3)S2)c1 (stereo not drawn)	i	-17	i	i	i	i	i	i	i	i	i
O=C(O)c1cc2n(n1)C(C(F)(F)F)CC(c1ccco1)N2 (stereo not drawn)	i	-3	i	i	i	i	i	i	i	i	i
O=C(CN1CCN(S(=O)(=O)c2ccccc2F)CC1)Nc1ccccc1C(=O)c1ccccc1	i	-14	i	i	i	i	i	i	i	i	i
C=CCO/N=C/C1=C(O)C(C(=O)OC)C(C)(C)CC1=O (stereo not drawn)	i	-4	i	i	i	i	i	i	i	i	i
Cc1ccc(C(=O)C2=C(O)C(=O)N(Cc3ccco3)C2c2cccc(Br)c2)o1 (stereo not drawn)	i	-13	i	i	i	i	i	i	i	i	i
N#CCC(=O)Nc1ccc(C(=O)OCC(=O)Nc2ccccc2-c2ccccc2)cc1	i	-11	i	i	i	i	i	i	100*	i	i
CN(C)c1cccc2c(S(=O)(=O)N3CCOCC3)cccc12	i	-1	.	i	i	i	i	i	i	i	i
COc1ccc(N(CC(=O)N2CCN(Cc3ccccc3)CC2)S(C)(=O)=O)cc1OC	i	9.3*	i	i	i	i	i	i	i	i	i
CCn1cc(CCCC(=O)NCc2cccnc2)c2ccccc21	i	-6	i	i	i	i	i	i	i	i	i
Cn1c(=O)cc(SCC(=O)NCCCN2CCOCC2)c2ccc(Cl)cc21	i	-9	i	i	i	i	i	i	i	i	i
CC(C)N(C(=O)CSc1nnc(Cc2csc(Nc3ccccc3)n2)o1)C(C)C	i	-10	i	i	i	i	i	i	i	i	i
COC(=O)c1c(NC(=O)COC(=O)c2ccccn2)sc(C)c1C	i	-11	i	i	i	i	i	i	i	i	i

Next section
canonical_smiles	KCNQ1 inh	hERG protect	TMEM16A act	KCNQ1 pot	MrgX1 agonist	KCNK3 inh	KCNK9 inh	RGS4 act	TMEM16A inh	RGS4 inh	MrgX1 PAM
O=C(CCN1C(=O)C2C3CC(C(Br)C3Br)C2C1=O)OCC(=O)c1cccc([N+](=O)[O-])c1 (stereo not drawn)	i	-12	i	i	i	i	i	i	i	i	i
O=c1/c(=C/c2ccccn2)sc2nc3ccccc3n12	.	.	i	.	i	i	.	.	i	.	i
CCOc1nc(-c2ccccc2)ccc1-c1noc(COc2ccccc2)n1	i	-7	i	i	i	i	i	i	i	i	i
COc1ccc(-c2nc3c(c(SCC(=O)N4CCOCC4)n2)Cc2c(CO)cnc(C)c2O3)cc1	i	-10	i	i	i	i	i	i	i	i	i
COc1ccc(C)cc1S(=O)(=O)Nc1cccc(Cl)c1	i	-4	i	i	i	i	i	i	i	i	i
COc1ccc(NC(=O)CNC(=O)C23CC4CC(CC(C4)C2)C3)c(OC)c1	i	-15	i	i	i	i	i	i	i	i	i
Cn1c(=O)[nH]c2sc3c(c2c1=O)CC(C)(C)OC3	i	-9	i	i	i	i	i	i	i	i	i
O=C(NCc1cccnc1)c1c[nH]c2cc3c(cc2c1=O)OCCO3	i	-23	i	i	i	i	i	i	i	i	i
COc1ccc(Oc2nnc(-c3ccc(C)cc3)c3ccccc23)cc1	i	-5	i	i	i	i	i	i	i	i	i
CCC(c1nnnn1C1CCCC1)N1CCN(c2ccccc2F)CC1 (stereo not drawn)	i	-2	i	i	i	i	i	i	i	i	i
CCOc1ccc(NC(=O)C(=O)NCCN2CCN(S(=O)(=O)c3ccc(C)cc3)CC2)cc1	i	-6	i	i	i	i	i	i	i	i	i
CCc1ccc(CNC(=O)CCCC(=O)n2nc(C)c3ccccc32)cc1	i	-7	i	i	i	i	i	i	i	i	i
O=C(CCc1nc2ccccc2c(=O)[nH]1)NCC(=O)Nc1ccc(F)c(F)c1	i	-16	i	i	i	i	i	i	i	i	i
COc1cc(Cl)c(C)cc1NC(=O)COC(=O)/C=C/c1c(C)nn(C2CCS(=O)(=O)C2)c1Cl (stereo not drawn)	i	-4	i	i	i	i	i	i	i	i	i
CC(C)C[C@@H](COc1ccccc1)N1CCN(CCc2ccccc2)CCC1=O	i	-6	i	i	i	i	i	i	i	i	11*
CC(C)(C)C(=O)Nc1sc2c(c1-c1nc3ccccc3[nH]1)CCCC2	i	2	i	i	i	i	i	i	i	i	i
CN1CCc2c(sc(NC(=O)c3ccc(C(=O)c4ccccc4)cc3)c2C(N)=O)C1	i	-6	i	i	i	i	i	i	i	i	i
Cc1cc(/C=C2\C(=N)N3N=C(S(C)(=O)=O)SC3=NC2=O)c(C)n1Cc1ccccc1	i	-5	i	i	i	i	i	i	i	i	i
